Source: PubChem
PfGluPho inh = PfG6PD (Plasmodium falciparum) enzyme inhibition; PfGluPho enzyme, NADPH resazurin-diaphorase fluorescence; inhibition, % at 20 µM; actives 0.78% (n = 350,000);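 active = inhibition reaching at least a set limit at 20 µM in the primary screen, cut at about 59% in these data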;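 note: 0% = DMSO wells with substrate and 100% = DMSO wells lacking glucose-6-phosphate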
HKDC1 inh = inhibitors of human hexokinase HKDC1. Q2TB90. recombinant HKDC1, G6PDH/diaphorase resazurin coupled fluorescence. inhibition, % at 20 µM. actives 0.16% (n = 340,000);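 active = inhibition above about 35% when tested at 20 µM, limit read from the data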;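 note: plate controls were DMSO wells with enzyme for no effect and DMSO wells lacking enzyme for full effect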
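Material – in-house recombinant HK5 (HKDC1) enzyme · Quantity – HKDC1 at 5 µg/mL · Buffer or medium – pH 8.0 Tris buffer with 10 mM MgCl2 · Reagent – glucose with 1 mM ATP · Dosing – single 20 µM dose · Times – reaction time 90 min, room temperature, protected from light · Technique – resorufin fluorescence at 613 nm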
SENP8 block-1 = inhibitors of human SENP8 protease. Q96LD8. purified SENP8, Z-RLRGG-aminoluciferin cleavage, luminescence. inhibition, % at 10 µM. actives 1.2% (n = 330,000). AID 2540; in the data active = inhibition above about 50%
Target sequence (Q96LD8 whole entry, looked up): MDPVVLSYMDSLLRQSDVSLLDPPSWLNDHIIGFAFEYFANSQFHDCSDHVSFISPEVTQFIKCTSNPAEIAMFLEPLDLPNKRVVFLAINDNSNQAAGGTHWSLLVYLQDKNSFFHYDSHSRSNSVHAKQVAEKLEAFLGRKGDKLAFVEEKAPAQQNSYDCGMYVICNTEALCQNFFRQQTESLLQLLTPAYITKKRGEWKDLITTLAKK
SENP8 block-2 = inhibitors of human SENP8 protease; recombinant SENP8, Nedd8 substrate fluorescence; inhibition, % at 20 µM; actives 0.64% (n = 360,000); AID 602440; in the data active = inhibition mostly above about 40%, no sharp cut-off; inactive = mostly below about 27%
Apaf1 inhib = human Apaf-1 inhibition; inhibition, % at 20 µM; O14727; reconstituted apoptosome caspase-3 activity, DEVD-Rh110 fluorescence; actives 0.71% (n = 330,000); active = inhibition of at least 40% at 20 µM;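 note: plate controls were DMSO wells for no effect and DEVD-CHO caspase inhibitor wells for full effect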
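System: Apoptosome proteins | Medium: Hepes pH 7.5 with detergent and BSA | Also added: Cytochrome c trigger plus (Z-DEVD)2-Rh110 caspase-3 substrate | Incubation: 30 min compound preincubation, 50 min activation, room temperature | Detection: Rhodamine 110 fluorescence at Ex 480/Em 540 nm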
SENP7 inh = SENP7 protease inhibition; Q9BQF6; recombinant SENP7, Z-RLRGG-aminoluciferin luminescence, 40 min; inhibition, % at 5 µM; actives 1.5% (n = 330,000);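 active = inhibition above about 50% at the single test dose, limit read from the data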;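 note: plate controls were DMSO with enzyme for no effect and no enzyme buffer wells for full effect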
SENP6 block = blocks the human protease SENP6; Q9GZR1; Recombinant SENP6 catalytic domain, aminoluciferin luminescence; inhibition, % at 10 µM; actives 1.8% (n = 330,000); AID 2599;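 active = inhibition above about 50% at the single tested dose, limit read from the data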;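 note: plate controls were DMSO wells with enzyme for no effect and DMSO wells lacking enzyme for full effect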
Target sequence (Q9GZR1 628-1112 limits assumed): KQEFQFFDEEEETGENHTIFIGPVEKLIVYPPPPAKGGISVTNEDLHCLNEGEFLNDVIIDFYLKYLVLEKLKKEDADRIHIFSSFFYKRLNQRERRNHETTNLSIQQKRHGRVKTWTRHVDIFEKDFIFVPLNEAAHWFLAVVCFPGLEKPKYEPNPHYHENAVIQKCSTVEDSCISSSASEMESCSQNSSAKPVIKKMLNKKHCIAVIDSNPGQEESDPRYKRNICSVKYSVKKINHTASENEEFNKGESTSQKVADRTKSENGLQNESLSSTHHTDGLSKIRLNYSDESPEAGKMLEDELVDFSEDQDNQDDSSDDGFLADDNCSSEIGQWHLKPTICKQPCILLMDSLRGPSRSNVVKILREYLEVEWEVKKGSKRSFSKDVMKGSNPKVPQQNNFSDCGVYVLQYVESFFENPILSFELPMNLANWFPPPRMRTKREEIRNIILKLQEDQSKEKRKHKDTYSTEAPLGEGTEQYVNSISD
SENP1 inh = SENP1 (human) catalytic domain inhibition; Q9P0U3; recombinant SENP1 catalytic domain, CyPet-SUMO1-YPet FRET cleavage; inhibition, % at 10 µM; actives 0.21% (n = 360,000);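 active = inhibition at least 30% at 10 µM, raw YFP signal under a set limit, fluorescence ratio 0.5 to 1.5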;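 note: 0% = enzyme with DMSO and 100% = no enzyme wells; some results filed as inactive read as strong as hits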
Target sequence (Q9P0U3 419-644 limits assumed): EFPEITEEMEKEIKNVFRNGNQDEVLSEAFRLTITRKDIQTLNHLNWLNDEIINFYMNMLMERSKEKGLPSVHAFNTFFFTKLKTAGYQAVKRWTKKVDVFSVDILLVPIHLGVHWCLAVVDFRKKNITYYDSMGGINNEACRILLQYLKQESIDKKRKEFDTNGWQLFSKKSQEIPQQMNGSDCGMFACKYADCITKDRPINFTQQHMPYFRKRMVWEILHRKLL
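Test system: recombinant human SENP1 catalytic domain, His6-tagged / Medium: pH 8 Tris buffer with EDTA, NaCl, BME, BSA, NP40, catalase / Also added: SUMO1 FRET substrate flanked by Cypet and Ypet, 25 nM / Times: 50 min reaction at room temperature / Signal: FRET, CFP and YFP emission / Control set: no-enzyme low control and enzyme-plus-DMSO high control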
Numbers without * were called inactive; i = inactive; . = not tested or not shown.

Keys: A = PfGluPho inh; B = HKDC1 inh; C = SENP8 block-1; D = SENP8 block-2; E = Apaf1 inhib; F = SENP7 inh; G = SENP6 block; H = SENP1 inh
(1) CCNC(=S)Nc1ccc2cn[nH]c2c1
  A: -8	B: -8	C: 3	D: 11	E: -1	F: 3	G: 11	H: 1
(2) COc1ccc(C(=O)N/N=C/c2ccc(N3CCOCC3)s2)cc1OC
  A: 0	B: 11	C: -8	D: i	E: -1	F: 5	G: 5	H: -26
(3) O=C(Cn1c(=O)oc2ccccc21)Nc1ccc(Cl)cc1
  A: 0	B: -6	C: -12	D: 12	E: 10	F: 0	G: -14	H: 0
(4) Cc1ccc(-c2csc3nc(C)n(N)c(=O)c23)cc1
  A: 2	B: -14	C: 10	D: 3	E: -3	F: 6	G: -14	H: 0
(5) Cn1c(=O)c2c(nc(NC(Cc3ccccc3)C(=O)O)n2Cc2ccccc2)n(C)c1=O (stereo not drawn)
  A: -13	B: -5	C: 10	D: -1	E: -1	F: 3	G: -9	H: -35
(6) CN(C(=O)COC(=O)c1cc(S(=O)(=O)N2CCOCC2)ccc1Cl)C1CCS(=O)(=O)C1 (stereo not drawn)
  A: -2	B: -6	C: -1	D: 18	E: 2	F: 6	G: -3	H: 1
(7) Cc1noc(C)c1S(=O)(=O)N1CCN(c2ccccc2)CC1
  A: 3	B: -2	C: -7	D: -3	E: 3	F: 7	G: 2	H: 6
(8) O=C(OCC(=O)N1CCc2ccccc21)c1nc(Cl)ccc1Cl
  A: 10	B: -9	C: 3	D: -7	E: -11	F: 6	G: 4	H: 0
(9) CCOC(=O)C(C)n1cnc2c(nnn2-c2ccccc2)c1=O (stereo not drawn)
  A: 29	B: -5	C: -4	D: 2	E: -1	F: -1	G: 9	H: -4
(10) CC(C)N(CCn1c(=S)[nH]c2ccccc2c1=O)C(C)C
  A: -1	B: -5	C: -5	D: 2	E: 3	F: -8	G: -4	H: 1
(11) Cc1ccc(-c2nnc(Cc3ccc(Cl)cc3)o2)cc1
  A: 1	B: -2	C: -10	D: 18	E: 8	F: 7	G: 0	H: 4
(12) CC1CCN(c2ccc(C(=O)O)cc2)CC1
  A: -6	B: 1	C: -1	D: 6	E: 2	F: 5	G: -14	H: 3
(13) CC(=O)Nc1ccccc1NC(=O)COc1cccc2ccccc12
  A: -1	B: 2	C: 0	D: -2	E: -15	F: -4	G: -12	H: 0
(14) COc1ccccc1NC(=S)NC1CC2CCC1C2 (stereo not drawn)
  A: -3	B: -6	C: -3	D: 23	E: -7	F: 2	G: -16	H: -1
(15) COc1ccc(N2CCN(C(=O)CCCC(=O)c3ccccc3)CC2)cc1
  A: 6	B: -2	C: 5	D: 7	E: -10	F: -1	G: -4	H: 2
(16) CCOC(=O)C1=C(COC(=O)CSc2ccc(C)cc2)NC(=O)NC1C (stereo not drawn)
  A: 11	B: -2	C: -3	D: 7	E: 2	F: 0	G: -13	H: 4
(17) O=c1[nH]c(/C=C/c2cccc(Br)c2)nc2ccccc12
  A: 0	B: 3	C: -9	D: -91	E: 5	F: 66*	G: 7	H: 0
(18) COc1ccccc1NC(=O)Cn1nc(C)n2cccc2c1=O
  A: 1	B: 2	C: -9	D: 12	E: 6	F: 15	G: -2	H: 1
(19) O=[N+]([O-])c1cccc(OCCCN2CCC(Cc3ccccc3)CC2)c1
  A: -19	B: 6	C: .	D: 18	E: .	F: .	G: .	H: 2
(20) CCN1C(=O)CC(c2ccccc2)CC1=O
  A: -2	B: -5	C: -6	D: 13	E: 6	F: -8	G: -15	H: 1
(21) CCN(c1cc(C)cc(C)c1)S(=O)(=O)c1nnc(NC(=O)C(C)(C)C)s1
  A: 0	B: -3	C: -5	D: 10	E: 12	F: -6	G: 0	H: 3
(22) O=C(OCc1nc2ccccc2[nH]1)C12CC3CC(CC(C3)C1)C2
  A: -7	B: 4	C: -2	D: 9	E: -3	F: 0	G: -6	H: 0
(23) CC(=O)N1N=C(c2ccccc2)CC1c1ccccc1[N+](=O)[O-] (stereo not drawn)
  A: 10	B: 0	C: -2	D: 3	E: -2	F: -4	G: 5	H: -2
(24) Cc1ccc(S(=O)(=O)N2CCN(C(=O)Cn3nc(C(=O)O)c4ccccc4c3=O)CC2)cc1
  A: -19	B: 8	C: 1	D: .	E: -20	F: 1	G: -18	H: .
(25) CN=C(c1ccco1)n1c(=S)nc(-c2ccco2)n(C)c1=S
  A: 58	B: 4	C: 7	D: 15	E: 17	F: 20	G: 15	H: -2
(26) CCCN(C(=O)CN1C(=O)NC2(CCCCCC2)C1=O)C1CCS(=O)(=O)C1 (stereo not drawn)
  A: 1	B: -9	C: 0	D: 8	E: -2	F: 8	G: -10	H: 1
(27) Cc1ccc(/C=C2\SC(=S)N(C(Cc3ccccc3)C(=O)O)C2=O)cc1 (stereo not drawn)
  A: 7	B: -1	C: -1	D: 30	E: 1	F: -7	G: -2	H: 0
(28) Cc1ccc2[nH]c(CCN(C)C)c(CN3CCOCC3)c2c1
  A: -1	B: -4	C: 6	D: 10	E: -5	F: 0	G: 4	H: 0
(29) CC(=O)Nc1ccc(S(=O)(=O)N2CCN(c3cc4c(cc3[N+](=O)[O-])n(C)c(=O)n4C)CC2)cc1
  A: 5	B: 12	C: 0	D: 26	E: -13	F: 4	G: 12	H: 2
(30) COc1ccc(CC(CC(=O)O)C(=O)Nc2ccccc2)cc1 (stereo not drawn)
  A: 0	B: 1	C: -2	D: 13	E: -1	F: 1	G: -5	H: 1
(31) CC(=O)c1cccc(NC(=O)c2ccc(NC(=O)CC3SC(N4CCCCC4)=NC3=O)cc2)c1 (stereo not drawn)
  A: 2	B: 0	C: 4	D: 4	E: 7	F: -3	G: -4	H: -2
(32) CC1(C)SC(=S)N(c2ccccc2)C1/[N+]([O-])=C/c1cccc([N+](=O)[O-])c1 (stereo not drawn)
  A: -11	B: 2	C: -3	D: 33	E: -7	F: 1	G: -27	H: 3
(33) CNCc1nc2ccccc2[nH]1
  A: -16	B: 14	C: -11	D: 16	E: -5	F: -3	G: -2	H: -1
(34) Cc1cc(N2CC(C)OC(C)C2)nc(C(C)C)n1 (stereo not drawn)
  A: -14	B: -3	C: -4	D: 25	E: -5	F: -5	G: -10	H: 0
(35) CCc1nn(C(C)C(=O)N2CC(C)CC(C)C2)c(=O)c2cc3occc3n12 (stereo not drawn)
  A: 2	B: -1	C: 6	D: 5	E: 3	F: 9	G: 2	H: 0
(36) O=C(CNC(=O)C1COc2ccccc2O1)N/N=C\c1ccccc1Cl (stereo not drawn)
  A: 60*	B: 0	C: -2	D: 10	E: 20	F: -4	G: -8	H: 1
(37) COc1ccc(-c2c(-c3cc(OC)cc(OC)c3)n(C)c3ccc(-c4ccc5[nH]ccc5c4)cc23)cc1
  A: -5	B: -2	C: -15	D: -493	E: 8	F: -12	G: -10	H: -1
(38) Nc1ccc(S(=O)(=O)c2ccc(N)c(N)c2)cc1
  A: -3	B: -5	C: 4	D: 8	E: 3	F: 2	G: 5	H: -3
(39) Cc1ccc(OCc2nnc(SCC(=O)NC3CCCCC3)n2C)cc1
  A: -10	B: -1	C: -7	D: 24	E: 1	F: 6	G: 5	H: 1
(40) CO[C@@]1(NC(=O)C2SC(=C(C(N)=O)C(=O)O)S2)C(=O)N2C(C(=O)O)=C(CSc3nnnn3C)CS[C@@H]21 (stereo partly drawn)
  A: 4	B: -7	C: 3	D: 10	E: -11	F: 1	G: 11	H: 4
(41) Cc1ccc2[nH]cc(CCNC(=O)c3ccc([N+](=O)[O-])cc3)c2c1
  A: -4	B: 4	C: -5	D: 2	E: -14	F: 0	G: -9	H: -1
(42) O=C(NCc1ccccn1)Nc1ccc(Cl)c(Cl)c1
  A: 19	B: -5	C: -1	D: 25	E: 7	F: 0	G: -5	H: 1
(43) CCN(CC)S(=O)(=O)c1ccc(OC)c(NC(=S)Nc2cccc(C)c2)c1
  A: .	B: .	C: 1	D: .	E: 6	F: 4	G: 6	H: .
(44) CCOC(=O)c1ccc(Nc2ncccc2[N+](=O)[O-])cc1
  A: -4	B: -4	C: 34	D: 40	E: -11	F: 83*	G: 24	H: 1
(45) CN(C)CCCNC(=O)C[C@H]1C[C@H](C(=O)N2CCCCC2)[C@@]2(CCc3ccccc3)c3[nH]c4ccc(Cl)cc4c3CCN2C1=O
  A: -4	B: -1	C: .	D: 26	E: 74*	F: -2	G: .	H: 2
(46) C[C@@H]1CN(S(=O)(=O)c2c(F)cccc2F)CCN1S(=O)(=O)c1ccc2c(c1)OCCO2
  A: 4	B: -7	C: -5	D: 19	E: 1	F: -4	G: 4	H: -2
(47) CC(C)C(=O)N1CCC(n2nccc2NC(=O)CCc2ccccc2)CC1
  A: 5	B: -5	C: -10	D: 2	E: 6	F: 16	G: -4	H: 4
(48) Cc1ccc(/C=C(\CCC(=O)O)c2nc3ccccc3s2)cc1[N+](=O)[O-]
  A: 14	B: 11	C: -6	D: 17	E: 11	F: -10	G: -17	H: 2
(49) COc1ccc(/C=N/NC(=O)c2cccc([N+](=O)[O-])c2)cc1OS(=O)(=O)c1ccc(C)cc1
  A: -17	B: -3	C: 6	D: 8	E: 12	F: 5	G: -2	H: 3
(50) CCCCCCC(=O)N1C/C=C\C(c2ccc(OC)cc2)N(Cc2ccc(F)cc2)C(=O)[C@H]1Cc1ccccc1 (stereo partly drawn)
  A: 18	B: 2	C: -7	D: .	E: 12	F: 13	G: -15	H: .
(51) CCc1cc2ccc(C)c(C)c2nc1SCC(=O)Nc1cc(C)on1
  A: -10	B: -5	C: 0	D: 10	E: 4	F: 8	G: 2	H: 3
(52) O=C1CN(S(=O)(=O)c2ccccc2C(F)(F)F)CCN1
  A: 0	B: -1	C: -5	D: 2	E: -4	F: -21	G: 13	H: 1
(53) Cc1nc2ccccn2c1C(=O)c1ccccc1
  A: 2	B: 4	C: 10	D: 27	E: -6	F: 2	G: 4	H: 3

Record cards, as listed above:
Shown for CCc1nn(C(C)C(=O)N2CC(C)CC(C)C2)c(=O)c2cc3occc3n12 (stereo not drawn) : PfGluPho inh: 2; HKDC1 inh: -1; SENP8 block-1: 6; SENP8 block-2: 5; Apaf1 inhib: 3; SENP7 inh: 9; SENP6 block: 2; SENP1 inh: 0
Shown for COc1ccc(CC(CC(=O)O)C(=O)Nc2ccccc2)cc1 (stereo not drawn) : PfGluPho inh: 0; HKDC1 inh: 1; SENP8 block-1: -2; SENP8 block-2: 13; Apaf1 inhib: -1; SENP7 inh: 1; SENP6 block: -5; SENP1 inh: 1
Shown for Cc1nc2ccccn2c1C(=O)c1ccccc1 : PfGluPho inh: 2; HKDC1 inh: 4; SENP8 block-1: 10; SENP8 block-2: 27; Apaf1 inhib: -6; SENP7 inh: 2; SENP6 block: 4; SENP1 inh: 3

No enrichment for hits; overall some 3.6% were active at least once.
